From PubChem
697 NFkB inh: lowers PMA/ionomycin-induced NF-kB signal in 697 B cells. 697 B-cell NF-kB luciferase reporter, 16 h. inhibition, % at 4 µM. hit rate 0.33% among 330,000; in the data active = inhibition above about 35%
Jurkat NFkB inh: lowers PMA/ionomycin-induced NF-kB signal in Jurkat cells; PMA/ionomycin-induced NF-kB luciferase reporter, luminescence; inhibition, % at 4 µM; hit rate 0.53% among 330,000; AID 435003; in the data active = inhibition above about 50%
XBP1 UPR activ: adaptive UPR (XBP1) activation; CHO-XBP1 luciferase reporter, IRE1-XBP1 UPR activation, luminescence; percent of tunicamycin response, DMSO as zero; activation, % at 20 µM; hit rate 0.33% among 330,000;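 active = versus positive control, 20 µM dose yields 30% or more activation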;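 note: 100% = tunicamycin at 10 µg/mL and 0% = DMSO only wells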
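Signal: luciferase luminescence; Assay system: CHO-XBP1 luciferase reporter cells; Amount: one thousand reporter cells per well; Dosing: 20 µM single concentration, DMSO 1%; Benchmarks: high control tunicamycin 10 µg/mL final, low control DMSO vehicle only; Schedule: 6 h compound exposure at 37 °C, 5% CO2; Evaluation: percent activation relative to tunicamycin reference.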
CCR6 antag: CCR6 (human) receptor antagonism. P51684. CHO-K1 CCR6 PathHunter beta-arrestin, luminescence, CCL20-stimulated. inhibition, % at 20 µM. hit rate 0.49% among 340,000;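 active = compounds whose inhibition of the agonist-driven luminescence signal at 20 µM reaches about 50%, limit read from the data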;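 note: cells stimulated with CCL20 at 14 nM final; plate controls were DMSO with CCL20 for no effect and DMSO without agonist for full effect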
Target sequence (P51684 whole entry, looked up): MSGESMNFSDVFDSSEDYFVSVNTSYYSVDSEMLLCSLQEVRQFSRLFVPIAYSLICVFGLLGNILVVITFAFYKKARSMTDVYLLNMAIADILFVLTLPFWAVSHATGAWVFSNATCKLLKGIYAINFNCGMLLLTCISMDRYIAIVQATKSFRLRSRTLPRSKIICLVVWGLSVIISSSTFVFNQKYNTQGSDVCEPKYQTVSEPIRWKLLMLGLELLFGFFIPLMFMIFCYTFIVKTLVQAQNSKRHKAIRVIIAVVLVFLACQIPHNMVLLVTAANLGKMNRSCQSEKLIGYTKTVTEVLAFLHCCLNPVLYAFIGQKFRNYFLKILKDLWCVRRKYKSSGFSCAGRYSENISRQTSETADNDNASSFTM
Mdm2 MdmX PPI: human Mdm2/MdmX binding inhibition; SaOS-2 split-luciferase Mdm2/MdmX complementation, luminescence; inhibition, % at 8 µM; hit rate 3% among 330,000;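 active = inhibition of at least 50% at 8 µM in the primary screen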
CXCR6 block: blocks human CXCR6 beta-arrestin recruitment | inhibition, % at 20 µM | CHO-K1 PathHunter CXCR6 beta-arrestin, luminescence | hit rate 0.36% among 360,000 | O00574 | AID 602244; in the data active = inhibition above about 34%, passing the limit was not always enough;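 note: antagonist mode with CXCL16 agonist at 10 nM final; 0% = 10 nM CXCL16 with DMSO and 100% = unstimulated wells without agonist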
Target sequence (O00574 whole entry, looked up): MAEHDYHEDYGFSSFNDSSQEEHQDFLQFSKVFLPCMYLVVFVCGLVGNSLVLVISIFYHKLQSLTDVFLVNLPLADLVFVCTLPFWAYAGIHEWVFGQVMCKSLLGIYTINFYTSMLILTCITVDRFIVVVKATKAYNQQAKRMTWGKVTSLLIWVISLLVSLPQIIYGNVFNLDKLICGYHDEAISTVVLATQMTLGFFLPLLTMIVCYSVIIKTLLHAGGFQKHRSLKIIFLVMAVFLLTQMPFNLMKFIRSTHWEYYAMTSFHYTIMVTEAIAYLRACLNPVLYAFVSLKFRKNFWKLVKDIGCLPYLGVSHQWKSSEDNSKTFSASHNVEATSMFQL
UPR CHOP act: apoptotic UPR (CHOP) activation; CHO-CHOP luciferase reporter, luminescence; percent of tunicamycin response over DMSO baseline; hit rate 0.34% among 330,000; activation, % at 10 µM; AID 449763;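 active = at 10 µM dose, activation of 40% or more, normalized to positive control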;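 note: 100% = tunicamycin at 10 µg/mL and 0% = DMSO alone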
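System: CHO CHOP reporter cells. Amount: 500 cells per well. Buffer or medium: F12 medium, 10% FBS. Compound dosing: one dose, 10 µM in 0.5% DMSO. Incubation: 6 h compound exposure at 37 °C after overnight seeding. Technique: Steady-Glo luciferase luminescence. Benchmarks: tunicamycin and DMSO controls.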
EBI2 block: EBI2 (human) antagonism. EBI2 beta-arrestin recruitment, luminescence, 7a,25-OHC stimulated. hit rate 0.81% among 360,000. AID 651636. inhibition, % at 5 µM; in the data active = inhibition above about 38%;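 note: enzyme fragment complementation signal reports receptor beta-arrestin coupling in cells; 0% = agonist plus DMSO wells and 100% = wells without agonist; some results beyond the cut were filed as inactive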
Target sequence (P32249 whole entry, looked up, the tested form may be a part): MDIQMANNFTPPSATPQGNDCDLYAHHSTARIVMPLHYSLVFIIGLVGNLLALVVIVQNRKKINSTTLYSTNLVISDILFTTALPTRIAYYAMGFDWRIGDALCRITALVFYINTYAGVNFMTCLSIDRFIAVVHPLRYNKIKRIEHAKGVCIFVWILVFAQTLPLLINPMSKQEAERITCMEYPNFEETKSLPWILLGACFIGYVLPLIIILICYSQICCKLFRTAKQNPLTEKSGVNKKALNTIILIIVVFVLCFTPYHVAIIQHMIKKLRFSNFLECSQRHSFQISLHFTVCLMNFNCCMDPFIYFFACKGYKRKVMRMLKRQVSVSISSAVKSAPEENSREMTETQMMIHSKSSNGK
Gli-Sufu block: blocks Gli-Sufu signaling in a luciferase reporter. Sufu-KO-LIGHT fibroblasts, Gli luciferase reporter luminescence. inhibition, % at 5 µM. hit rate 0.74% among 340,000;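 active = inhibition above about 55%, limit read from the data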;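 note: 0% = DMSO-treated cells and 100% = wells with medium but no cells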
Numbers without * were called inactive; / = no result given.

SMILES | 697 NFkB inh | Jurkat NFkB inh | XBP1 UPR activ | CCR6 antag | Mdm2 MdmX PPI | CXCR6 block | UPR CHOP act | EBI2 block | Gli-Sufu block
COc1ccc(Nc2nc(NCc3ccco3)nc(N/N=C/c3ccccc3F)n2)cc1 | 9 | 3 | -2 | 3 | 16 | 5 | 1.9 | 18 | 4
COC(=O)c1ccc(NC(=O)c2ccccc2NS(=O)(=O)c2ccccc2)cc1 | -12 | -12 | -2 | -1 | 37 | -6 | 4.2 | -15 | 31
O=S1(=O)CCO[C@H]2Cc3ccccc3[C@H]2N1Cc1ccccc1F | -22 | -2 | 3 | -3 | 12 | -8 | 0.2 | -4 | 14
O=C(/C=C/c1cccc([N+](=O)[O-])c1)NCCc1ccc(F)cc1 | -6 | 0 | 1 | -5 | -10 | -6 | 2.9 | -17 | -35
CCc1ccc(NC(=O)COC(=O)/C=C/c2c(C)nn(C3CCS(=O)(=O)C3)c2Cl)cc1 (configuration not stated) | 16 | 3 | -1 | 7 | 5 | 14 | 1.4 | -4 | 3
N#CC(C#N)=Cc1cn(-c2ncc(C(F)(F)F)cc2Cl)c2ccccc12 | 0 | -5 | -1 | 6 | 34 | 6 | 2.5 | 21 | 3
Cc1noc(/C=C/c2ccccn2)c1[N+](=O)[O-] | -1 | -1 | 2 | -5 | 6 | -15 | -2.4 | -48 | 99*
COc1ccc(Br)cc1S(=O)(=O)N1CCOCC1 | -11 | -8 | 0 | -3 | -4 | 2 | -0.4 | 4 | 6
O=[N+]([O-])c1cccc(-c2nn(-c3ccccc3)cc2CO)c1 | -2 | -23 | -2 | 6 | 10 | -1 | 0.1 | -10 | -8
c1ccc2c(c1)nc1n2CCN1CCN1CCCC1 | -8 | -5 | -4 | -1 | 16 | -4 | -1.2 | 4 | 12
CC(C)CCNC(=O)c1cc(-c2ccco2)nc2ccccc12 | 21 | 20 | 0 | -6 | 15 | -1 | 2.9 | -12 | 5
CCCCc1ccc(NC(=S)Nc2cccnc2)cc1 | -10 | -5 | -1 | 12 | -2 | -11 | 7.2 | -1 | -33
CCOc1ccc(OCC)c(S(=O)(=O)N2CCCCC2C)c1 (configuration not stated) | -25 | 5 | 1 | 2 | 13 | 5 | -2.7 | 8 | -5
Cc1cc(Br)ccc1OCC(=O)NC1CCCC1 | -41 | -13 | 1 | 3 | -30 | 1 | 4.1 | 8 | -20
CCC(C)c1ccc(NC(=S)Nc2ccc(OC)c(OC)c2)cc1 (configuration not stated) | -10 | -10 | 1 | 5 | 2 | 3 | -2.5 | 28 | 5
O=S(=O)(c1cccs1)N1CCN(C/C=C/c2ccccc2)CC1 | -32 | -24 | -3 | -1 | 5 | 2 | -0.5 | 25 | 3
O=C(Nn1cnnc1)c1csc2ccccc12 | 17 | -4 | -3 | -7 | 12 | -4 | 1.2 | -2 | -1
CNc1nc(-c2c(C)n(C)c3ccc(OC)cc23)cs1 | -1 | -21 | -3 | 0 | 11 | -13 | 1.5 | 10 | 2
CC(=O)Nc1ccc(S(=O)(=O)NC2(C(F)(F)F)NC(=O)N(c3ccc(Cl)cc3)C2=O)cc1 (configuration not stated) | -7 | -11 | -1 | -8 | 0 | -11 | -2.3 | -4 | 0
CCOC(=O)/C(=C/c1ccc(OC)cc1)NC(=O)c1ccco1 | / | / | / | -5 | / | 3 | / | -10 | -7
COC(=O)c1cc(C(=O)c2ccccc2)n2c(=O)/c(=C\N(C)C)sc12 | 32 | 10 | 0 | 6 | 17 | / | -0.4 | / | -2
N#Cc1ccccc1S(=O)(=O)N1CCN(C(=O)[C@@H]2CCCN2C(=O)c2cccs2)CC1 | -1 | -18 | -1 | 4 | -41 | 6 | -0.7 | -9 | 8
CCn1nc(C)c(NC(=O)/C=C/c2ccc(OC)c(COc3ccc(Cl)cc3Br)c2)c1C | -17 | 12 | 1 | 17 | 32 | 8 | -1.2 | 16 | 1
C=CCNC(=S)/N=c1/scc(C)n1C | -6 | -22 | 3 | -1 | 0 | -14 | 2.4 | 2 | -10
Cc1cc(=O)n(CC(=O)Nc2cc(Cl)ccc2C)c(C(C)C)n1 | 15 | 7 | -1 | 7 | 13 | 5 | -0.1 | 7 | -3

The results go on.
SMILES | 697 NFkB inh | Jurkat NFkB inh | XBP1 UPR activ | CCR6 antag | Mdm2 MdmX PPI | CXCR6 block | UPR CHOP act | EBI2 block | Gli-Sufu block
Cn1c(CNC(=O)CCNC(=O)c2cccc(F)c2)cc(=O)n(C)c1=O | 8 | -5 | -1 | -18 | 11 | -6 | 1.8 | 6 | 5
CN1CCN(CC(=O)NC23CC4CC(CC(C4)C2)C3)CC1 | 12 | -2 | -1 | -2 | -17 | 11 | 1.1 | -5 | 6
O=C(O)c1ccc2c(c1)C(=O)N(c1nccs1)C2=O | 4 | 6 | 2 | 6 | 7 | 7 | 1.1 | -1 | 7
N=c1c(S(=O)(=O)c2ccc(Br)cc2)cc2c(=O)n3ccccc3nc2n1Cc1ccccc1 | 13 | 10 | -1 | 13 | 19 | -5 | 1.8 | 4 | -3
CCOc1ccc(CCNC(=O)CCn2cccc2)cc1OCC | 5 | -14 | -6 | 20 | -1 | 2 | -2.7 | -17 | -7
COc1ccc(-n2c(SCC(=O)Nc3nccs3)nc3c(c2=O)SCC3)cc1 | 5 | 3 | -1 | 16 | -13 | 1 | 0.5 | 4 | 7
CCOC(=O)c1c(S(=O)(=O)NCC(C)c2ccccc2)c(C)n(C)c1C (configuration not stated) | -31 | 11 | -2 | 11 | -19 | -1 | 2.2 | 6 | -5
C/C(Cc1ccccc1)=N\NC(=O)CNC(=O)c1ccccc1Cl | -1 | -5 | -1 | 2 | 14 | 3 | 1.7 | -1 | 4
N#Cc1ccccc1N=Cc1ccc(Br)cc1 | 7 | -3 | -1 | 13 | -14 | 4 | 1.1 | -4 | 5
Cc1ccc(NC(=O)CN2C(=O)N/C(=C/c3cc(C)n(-c4cccc(C(=O)O)c4)c3C)C2=O)cc1 | / | / | / | 3 | / | 3 | / | -6 | 2
CC(C)NS(=O)(=O)c1ccc(CCC(=O)Nc2ccc3c(c2)OCCO3)cc1 | 13 | -9 | -2 | -19 | 8 | -10 | -2.2 | -1 | -1
CC(=O)Nc1ccccc1/C=C/c1ccc2c(C)cc(C)c(O)c2n1 | -4 | -9 | 6 | -2 | 32 | 9 | 0.9 | 3 | -5
CCOC(=O)c1cc(-c2ccccc2)nc2ccc(C)cc12 | 13 | -9 | -3 | 11 | -33 | -2 | 0.2 | -17 | -4
CN(Cc1ccccc1)C(=O)c1ncn(Cc2ccccc2)c1C(=O)N(C)Cc1ccccc1 | 10 | -7 | -4 | 14 | 9 | -1 | 0.6 | -4 | -1
CC(C)c1ccc(/C=N\NC(=O)c2ccc(Cn3cccn3)o2)cc1 | -72 | -7 | 1 | 3 | -42 | -4 | 3.6 | -3 | -15
COc1ccc(N(C)C(=O)c2cc3c(s2)-c2c(C)cccc2OC3)c(OC)c1 | -8 | 17 | 5 | 17 | 21 | 9 | -1.4 | 26 | 8
COc1ccc(-c2nnc(CSc3nc4ccccc4c(=O)n3C)o2)cc1OC | -13 | 6 | -1 | 2 | 31 | -2 | -1.2 | 6 | -6
Cc1ccccc1NC(=O)Cc1nnc(SCC(=O)N2CCOCC2)n1C | 3 | 2 | -2 | 4 | 16 | 8 | 4.1 | -9 | -3
O=C(c1ccccc1)N1CCN(c2ncnc3c2cnn3-c2ccccc2)CC1 | 5 | -12 | -1 | 3 | -28 | -6 | 2.0 | -5 | -8
O=C(c1ccc([N+](=O)[O-])cc1)N1CCN(c2ncccn2)CC1 | 13 | 5 | 0 | -2 | 2 | -4 | -0.9 | 4 | 1
CC(NC(=O)CCC(=O)NC(C)c1ccccc1)c1ccccc1 (configuration not stated) | 7 | -9 | -4 | -3 | 1 | -3 | 0.7 | -8 | -25
CC(=C1C(=O)c2ccccc2C1=O)N1CCN(CCN=CC2=C(O)CC(C)(C)CC2=O)CC1 | -11 | -22 | -1 | 2 | 26 | -8 | 1.0 | -17 | 4
COC(=O)C1=C(C)N(c2ccc(C)c(C)c2)/C(=C/c2ccc(O)cc2)C1=O | 27 | 0 | 1 | 13 | 13 | 8 | 6.1 | -2 | -4
Cc1ccc(-c2n[nH]c3c2C(c2cccc(O)c2)N(c2ccc(C(=O)O)cc2)C3=O)cc1 (configuration not stated) | 3 | -1 | -2 | 1 | 1 | 3 | 0.7 | -8 | 1
O=C(COC(=O)c1ccc(Br)c(S(=O)(=O)N2CCOCC2)c1)NCCc1ccccc1 | -7 | -13 | 2 | 5 | -21 | 0 | -0.1 | 1 | -3

Of the compounds above, 2 contain a CF3 group.
SMILES | 697 NFkB inh | Jurkat NFkB inh | XBP1 UPR activ | CCR6 antag | Mdm2 MdmX PPI | CXCR6 block | UPR CHOP act | EBI2 block | Gli-Sufu block
N#CC(C#N)=Cc1cn(-c2ncc(C(F)(F)F)cc2Cl)c2ccccc12 | 0 | -5 | -1 | 6 | 34 | 6 | 2.5 | 21 | 3
CC(=O)Nc1ccc(S(=O)(=O)NC2(C(F)(F)F)NC(=O)N(c3ccc(Cl)cc3)C2=O)cc1 (configuration not stated) | -7 | -11 | -1 | -8 | 0 | -11 | -2.3 | -4 | 0

Two entries drawn at random from the list so far, as already listed:
SMILES | 697 NFkB inh | Jurkat NFkB inh | XBP1 UPR activ | CCR6 antag | Mdm2 MdmX PPI | CXCR6 block | UPR CHOP act | EBI2 block | Gli-Sufu block
CN1CCN(CC(=O)NC23CC4CC(CC(C4)C2)C3)CC1 | 12 | -2 | -1 | -2 | -17 | 11 | 1.1 | -5 | 6
CCOc1ccc(CCNC(=O)CCn2cccc2)cc1OCC | 5 | -14 | -6 | 20 | -1 | 2 | -2.7 | -17 | -7

Full records as entered above:
Record of Cc1ccc(NC(=O)CN2C(=O)N/C(=C/c3cc(C)n(-c4cccc(C(=O)O)c4)c3C)C2=O)cc1 : 697 NFkB inh = /; Jurkat NFkB inh = /; XBP1 UPR activ = /; CCR6 antag = 3; Mdm2 MdmX PPI = /; CXCR6 block = 3; UPR CHOP act = /; EBI2 block = -6; Gli-Sufu block = 2
Record of COC(=O)C1=C(C)N(c2ccc(C)c(C)c2)/C(=C/c2ccc(O)cc2)C1=O : 697 NFkB inh = 27; Jurkat NFkB inh = 0; XBP1 UPR activ = 1; CCR6 antag = 13; Mdm2 MdmX PPI = 13; CXCR6 block = 8; UPR CHOP act = 6.1; EBI2 block = -2; Gli-Sufu block = -4

Carrying on:
SMILES | 697 NFkB inh | Jurkat NFkB inh | XBP1 UPR activ | CCR6 antag | Mdm2 MdmX PPI | CXCR6 block | UPR CHOP act | EBI2 block | Gli-Sufu block
O=C(CCc1ccccc1)NNC(=O)Cc1ccccc1 | 3 | 1 | -4 | -12 | 2 | -3 | 2.4 | 3 | -5
N#CC(C(=O)NCCc1ccccc1)c1nc2ccccc2nc1N1CCOCC1 (configuration not stated) | 4 | 6 | 0 | 16 | 30 | 17 | 0.8 | 0 | -7
O=C(CN1C(=O)NC2(CCCC2)C1=O)N1CCN(S(=O)(=O)c2ccccc2)CC1 | 7 | 4 | -2 | 4 | 11 | -1 | -0.5 | -15 | -9
CN(Cc1ccccc1)C(=O)C1CCN(S(=O)(=O)c2ccc(-n3cnnn3)cc2)CC1 | 0 | 14 | -4 | 4 | 19 | -4 | -0.5 | 1 | -16
CCOc1ccc(CNC(=O)C2CC(=O)N(C3CCCC3)C2)cc1OC (configuration not stated) | -1 | -5 | -1 | -11 | 7 | -13 | 0.4 | -1 | -3
Cc1nn(-c2ccccc2)c(C)c1NC(=O)CCl | 18 | 15 | -2 | -45 | 38 | 3 | 0.6 | 8 | -4

Compounds as they come; 5% or so of the library scored in one or more.
